Bioassay records: PubChem BioAssay, National Center for Advancing Translational Sciences (NCATS)
Rab9 promoter act – Rab9 promoter activation | Huh7 Rab9 promoter-luciferase reporter, luminescence, 24 h | Potency, µM (titrated, usually from 9.22 µM), without a hit: at the highest dose activation, negative = inhibition, usual class: activators | actives 2.8% (n = 320,000) | AID 485297; also: potency is read from the fitted curve at half-maximal effect; % of control where 0% means no effect; nearly all actives have a fitted effect of over 60% in size
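Luciferase signal after 10 min detection reagent at ambient indicates Rab9 promoter upregulation; stably transfected Huh7 cells were treated 24 h with compound in DMSO at 37 °C, 5% CO2.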
Gal4-VP16 FLuc – counter-screen for ROR gamma inhibitors: Gal4-VP16 reporter. Drosophila S2 Gal4-VP16 UAS-luciferase, luminescence, 20 h. Potency, µM (titrated, usually from 53.6 µM), for inactives: top-dose activity, negative = inhibition, actives largely listed as inhibitors. actives 3.5% (n = 310,000). AID 2546;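 also: Gal4-VP16 expression switched on by copper sulfate through the metallothionein promoter; potency is read from the fitted curve at half-maximal effect; % is scaled to controls: 0 for no effect and ±100 for the full control effect; nearly all actives have a fitted effect of over 50% in size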
ELG1 genotox – induces genotoxicity in HEK293T cells with luciferase-tagged ELG1. HEK293T ELG1-luciferase reporter, luminescence, 16 h. Potency, µM (series often up to 46 µM), for inactives: at the highest dose activity change, positive = activation, most hits filed as activators. actives 1.3% (n = 330,000). AID 504466; also: potency is read from the fitted curve at half-maximal effect; % of control where 0% means no effect; nearly all actives have a fitted effect of over 60% in size
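Cells (2,000/well) expressing the ELG1-luciferase fusion are dosed by pin tool and kept 16 hr at 37 °C, 5% CO2. Signal comes from ONE-Glo luciferase reagent after 30 min at room temperature.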
NPC1 promoter act – activators of NPC1 promoter; Potency, µM (top dose mostly 9.22 µM), inactives show top-dose activation, hits mostly activators; actives 2.4% (n = 320,000); Huh7 NPC1 promoter luciferase reporter, 24 h;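 also: potency is read from the fitted curve at half-maximal effect; % of control where 0% means no effect; nearly all actives have a fitted effect of over 60% in size; reporter is driven by a mutant NPC1 promoter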
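Quantitative HTS used a cell-based reporter: Huh7 cells stably bearing the NPC1 promoter upstream of luciferase were treated with compounds for 24 h, and promoter activation was read as luminescence.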
Giardia killer – kills Giardia lamblia; Giardia lamblia trophozoite viability; activity change, % at 7.66 µM, hits read low; actives 0.15% (n = 340,000); in the data active = activity change below about -80%; inconclusive = between about -30% and that limit;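 also: parasites exposed to compound for two days anaerobically before the ATP read; % is scaled to controls: 0 for no effect and ±100 for the full control effect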
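Media and compound were dispensed first, then trophozoites at 100 cells/well; plates sat 48 hrs at 37 deg C without oxygen before ATP luminescence reagent was added and read after 15-30 min at room temperature.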
Tb PFK inh – T. brucei PFK enzyme inhibition | O15648 | T. brucei PFK, ADP-Glo luminescence | Potency, µM (titrated, usually from 57.5 µM), for the others: at the highest dose activity, negative = inhibition, hits mostly inhibitors | actives 0.17% (n = 330,000) | AID 485367;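 also: potency is read from the fitted curve at half-maximal effect; 0% = uninhibited 1x PFK enzyme wells and -100% = no-enzyme wells; nearly all actives have a fitted effect of over 60% in size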
Target sequence (O15648 whole entry, looked up): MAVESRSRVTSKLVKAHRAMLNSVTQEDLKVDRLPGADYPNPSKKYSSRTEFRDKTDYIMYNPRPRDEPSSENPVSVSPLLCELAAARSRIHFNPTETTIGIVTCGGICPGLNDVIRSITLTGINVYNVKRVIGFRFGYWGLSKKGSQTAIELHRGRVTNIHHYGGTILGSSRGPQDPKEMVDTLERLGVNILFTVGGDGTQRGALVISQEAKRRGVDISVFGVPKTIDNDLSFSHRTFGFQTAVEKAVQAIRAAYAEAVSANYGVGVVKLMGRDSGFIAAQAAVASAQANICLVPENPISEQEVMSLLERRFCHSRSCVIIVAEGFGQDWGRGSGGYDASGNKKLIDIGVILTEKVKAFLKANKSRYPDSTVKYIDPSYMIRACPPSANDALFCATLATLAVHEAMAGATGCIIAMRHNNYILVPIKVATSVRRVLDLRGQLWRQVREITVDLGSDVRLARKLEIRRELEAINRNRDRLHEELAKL
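In TEA buffer at pH 8.0 with 5 mM MgCl2, enzyme (1.25 nM) converted F6P (0.5 mM) and ATP (0.1 mM) for 45 min at room temperature. ADP product was read by luciferase luminescence.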
FLuc modulator – inhibits or activates purified firefly luciferase, miR-21 counter-screen | AID 588342 | actives 6.9% (n = 360,000) | purified FLuc, Km substrates, luminescence inhibition | P08659 | Potency, µM (titrated, usually from 57.5 µM), for inactives: top-dose activity change, negative = inhibition, hits mostly inhibitors;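 also: potency is read from the fitted curve at half-maximal effect; plate controls were vehicle for no effect and reference inhibitor for full effect; nearly all actives have a fitted effect of over 55% in size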
Target sequence (P08659 whole entry, looked up): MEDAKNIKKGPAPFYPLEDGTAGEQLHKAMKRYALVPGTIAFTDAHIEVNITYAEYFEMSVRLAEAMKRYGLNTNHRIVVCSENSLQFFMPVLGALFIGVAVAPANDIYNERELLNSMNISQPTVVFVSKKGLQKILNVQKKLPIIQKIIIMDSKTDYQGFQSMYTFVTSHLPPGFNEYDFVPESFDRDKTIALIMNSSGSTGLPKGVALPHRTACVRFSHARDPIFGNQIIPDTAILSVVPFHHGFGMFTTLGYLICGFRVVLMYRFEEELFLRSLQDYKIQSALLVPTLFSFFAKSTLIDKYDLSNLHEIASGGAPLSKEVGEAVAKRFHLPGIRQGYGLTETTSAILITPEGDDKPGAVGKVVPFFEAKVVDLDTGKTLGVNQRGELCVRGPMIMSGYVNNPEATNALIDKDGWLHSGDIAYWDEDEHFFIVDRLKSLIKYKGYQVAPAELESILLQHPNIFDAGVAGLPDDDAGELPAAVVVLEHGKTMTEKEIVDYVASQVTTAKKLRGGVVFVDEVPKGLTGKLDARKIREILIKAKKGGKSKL
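Purified P. pyralis luciferase (10nM final) with 10uM D-luciferin and 10uM ATP (Km levels) in 50mM Tris acetate pH 7.5, 10mM Mg acetate, 0.01% Tween-20, 0.05% BSA; qHTS 6-point titration, ~60 µM downward; luminescence read.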
RORgamma inh – ROR gamma (mouse) transcription inhibition | Potency, µM (doses to about 53.6 µM), for inactives: at the top dose activity change, negative = inhibition, most hits filed as inhibitors | Drosophila S2 Gal4-RORgamma UAS-luciferase reporter, 20 h | actives 5.4% (n = 310,000) | P51450; also: potency is read from the fitted curve at half-maximal effect; % is scaled to controls: 0 for no effect and ±100 for the full control effect; nearly all actives have a fitted effect of over 60% in size
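A Gal4/UAS one-hybrid system in insect cells: metallothionein-promoter Gal4–ROR gamma fusion plus Photinus luciferase reporter. Copper sulfate 700 uM final, 20 hr ambient incubation, luminescent detection after 10 min with reagent.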
KCNH2 3.1 inh – inhibitors of human KCNH2 3.1 potassium channel isoform; U2OS KCNH2 3.1, thallium flux FluxOr; stronger effect = lower value; activity change, % (tested at about 1.8 µM); actives 0.95% (n = 340,000);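 active = maximum activity change below -70%; inconclusive = maximum activity change from -70% to -50%; inactive = maximum activity change above -50%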;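 also: thallium influx rate constant from kinetic fluorescence after stimulation buffer; % is scaled to controls: 0 for no effect and ±100 for the full control effect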
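We transduce U2OS cells with the mutant 3.1 virus, culture them overnight, load FluxOr with Red40 quencher for 45 min, then add stimulation buffer and read kinetically for 2 min to derive a normalized rate constant.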
Coupling enz – coupling enzyme interference in Giardia aldolase counter-screen; activity change, negative = inhibition, % at 58.2 µM, hits read low; AID 2472; coupling enzyme system counterscreen, AmpLite Red fluorescence; actives 0.67% (n = 290,000); in the data active = activity change below about -30%; also: % is scaled to controls: 0 for no effect and ±100 for the full control effect
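Counterscreen lacking aldolase: glyceraldehyde-3-phosphate coupling-enzyme reagent preincubated 10 min at RT with compound (at 57.5 uM final), then substrate/coupling system with AmpLite Red added; fluorescence read at 525/598 nm after 20 min RT.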
uPA surface inh – inhibitors of cell surface uPA generation. cell surface uPA generation assay, qHTS. Potency, µM (series often up to 38.3 µM), for the others: at the top dose activity change, negative = inhibition, usual class: inhibitors. actives 0.31% (n = 330,000). AID 540303; active = well fitted inhibition curve with a large enough effect; inconclusive = small, poorly fitted or top-dose-only effect; inactive = no such curve, though single readings can be large or run the other way; tested in mouse RAW 264.7 cells; also: potency is read from the fitted curve at half-maximal effect; % is scaled to controls: 0 for no effect and ±100 for the full control effect; nearly all actives have a fitted effect of over 55% in size
* marks the source's active call; other numbers are inactive results; ? = inconclusive; / = no result given; & = joins results of further samples; [ ] = dose if it differs, or a comment. Unless noted, calls follow the shape of the dose curve; as a rule, active = well fitted curve in the direction sought with a large enough effect; inconclusive = small, poorly fitted or top-dose-only effect, or another doubt; inactive = no such curve, though single readings can be large; an effect the other way counts as inactive or inconclusive.

SMILES	Rab9 promoter act	Gal4-VP16 FLuc	ELG1 genotox	NPC1 promoter act	Giardia killer	Tb PFK inh	FLuc modulator	RORgamma inh	KCNH2 3.1 inh	Coupling enz	uPA surface inh
O=S(=O)(NCC(c1ccc2c(c1)OCO2)N1CCN(c2ccccc2)CC1)c1ccccc1 (centres undefined)	0%	/	-5%	-5%	?	-2%	12%	/	-3	/	15%
Cc1ccccc1S(=O)(=O)Cc1ccc(C(=O)NCCN(CC(C)C)CC(C)C)o1	-3%	7%	-15%	-6%	3	19%	5%	14%	-14	0	-2%
Cc1ccc(C)c(C(=O)COC(=O)CCN2C(=O)C3C4CCC(C4)C3C2=O)c1 (centres undefined)	2%	/	2%	-5%	-1	1%	12µM*	/	-7	1	15%
C/C(=C/C(=O)NCc1ccccc1)C(=O)O	1%	0%	0%	-2%	-27	-1%	0%	-2%	30	/	-2%
O=[N+]([O-])c1cccc(-c2csc(N/N=C/c3cccc(O)c3)n2)c1	8%	-18%	1%	2%	-8	0%	?	1%	10	1	-6%
CCN(CC)S(=O)(=O)c1ccc(N2CCCC2)c(NC(=O)C2=COCCO2)c1	-1%	/	7%	-1%	19	0%	0%	/	-14	/	1%
COc1ccc(NS(=O)(=O)c2cc(NC(=O)C3CCCO3)ccc2N2CCCCC2)cc1 (centres undefined)	-7%	7%	-1%	-4%	-11	2%	-3%	-4%	6	1	-6%
O=C(/C=C/c1ccccc1)c1ccccc1	-4%	-7%	?	0%	-28	-11%	2.4µM*	-44%	-23	6	?
Cc1cc(S(=O)(=O)N(Cc2ccccc2)Cc2ccc(N(C)C)cc2)ccc1-n1cnnn1	-3%	23%	-4%	-2%	-5	2%	2%	35%	-25	0	-1%
O=C(COC(=O)Cc1c(F)cccc1Cl)Nc1ccc2[nH]c(=O)[nH]c2c1	/	/	0%	/	2	-25%	/	/	7	/	1%
COc1ccc(C(=O)OCC(=O)NCCN2C(=O)CSC2=O)cc1	-1%	-1%	4%	-1%	-6	-3%	2%	27%	5	3	-6%
O=C1COc2ccc(NC(=O)N3CCN(c4ccc(F)cc4)CC3)cc2N1	0%	-1%	1%	-3%	26	2%	-1%	-1%	-17	0	/
O=C(NCc1ccco1)C1CC(c2cc(C(F)(F)F)cc(C(F)(F)F)c2)=NO1 (centres undefined)	-22%	-1%	?	-36%[inhibitor]	0	-11%	2%	17%	-6	-1	?
Cc1ccc2nc(SC(C)C(=O)N3CCCC3)[nH]c2c1 (centres undefined)	?	?	?	15%	-10	-4%	?	22%	-9	-4	8%
N/C(=N\N=C\c1ccc([N+](=O)[O-])cc1)c1nonc1N	1.4µM*	9%	5.2µM*	1.6µM*	-14	0%	?	-32%	-1	-1	1%
CC(C)(C)C(=O)Cn1c[n+](N)cn1	-9%	16%	1%	-2%	2	3%	3%	-7%	17	0	0%
O=C(CCCn1cc([N+](=O)[O-])cn1)N1CCCCC1	-3%	20%	3%	1%	-7	-2%	1%	33%	4	2	3%
O=C(c1ccco1)N(Cc1ccccc1)Cc1ccccn1	-6%	2%	0%	-5%	11	2%	0%	18%	6	7	-4%
Cc1ccc(C)c(N2CCN(C(=O)C3CCC3)CC2)c1	-6%	5%	-6%	-8%	-8	-2%	0%	-22%[1.91 µM]	-3	-1	13%
CCc1c(C)sc(NC(=O)C2CCCO2)c1C#N (centres undefined)	13%	16%	15%	8%	2	0%	-7%	?	5	0	1%
COc1ccc2[nH]c(=O)c(CN(Cc3cccs3)C(=S)NCC3CCCO3)cc2c1 (centres undefined)	-5%	-18%	-10%	0%	-12	1%	0%	38%	3	2	14%
N#Cc1cn(CC(=O)N2CCc3ccccc3C2)c2ccccc12	1%	5%	0%	-1%	-3	-5%	2%	44%	2	-1	1%
Cc1cnc(C(=O)OCC(=O)N(Cc2ccccc2)C(C)C)cn1	5%	-15%	0%	-3%	-14	?	-2%	10%	-3	-2	3%
O=C(CSc1nc(-c2ccc(F)cc2)cs1)N1CCN(C(=O)c2ccco2)CC1	-4%	-7%	-14%	5%	7	1%	-17%	-1%	-8	5	4%
O=C(O)c1cccc(-n2cccc2/C=C2\SC(=O)N(Cc3ccccc3F)C2=O)c1	3%	1%	1%	1%	-1	?	-3%	18%	6	1	-5%
COc1ccc(CNC(=O)CSc2nnc3c(n2)[nH]c2ccc(F)cc23)cc1	-5%	-7%	-1%	-3%	-1	-1%	1%	-44%	-5	0	0%
O=C(c1cc2ccccc2oc1=O)N(Cc1ccc(F)cc1)C1CCS(=O)(=O)C1 (centres undefined)	3.2µM*	-13%	?	?	8	1%	19µM*	4%	-11	0	1%
COc1ccc(CNC(=O)c2ccc(N3CCOCC3)c([N+](=O)[O-])c2)cc1	5%	0%	1%	-1%	4	-5%	-4%	42%	-6	-2	1%
CC(=O)N1CCN(C(=O)c2ccc3c(c2)OCO3)CC1	/	/	-3%	/	0	1%	/	/	11	/	5%
CCn1c2ccccc2c2cc(C3N=C(N)Nc4nc5ccccc5n43)ccc21 (centres undefined)	-2%	-3%	/	2%	4	1%	-2%	39%	-6	-1	7%
CCNC(=S)N(CCCN(C)C)Cc1cc2cc3c(cc2[nH]c1=O)OCCO3	0%	-4%	1%	-1%	0	2%	-2%	-2%	17	4	-2%
Cc1ccc2c(c1)c1c3n2CCN(C(=O)CN2CCN(C)CC2)C3CCC1 (centres undefined)	-3%	-6%	11%	-4%	-14	3%	-1%	-2%	11	-2	2%
COc1ccccc1N1CCN(Cc2ccsc2)CC1	0%	0%	1%	3%	-9	6%	5%	17%	-15	0	1%
Cc1cc(C)cc(N2C(N)=NC(N)=NC2c2cccc(Cl)c2)c1 (centres undefined)	-3%	?	-1%	-3%	14	-2%	0%	1%	8	-4	-3%
CCOC(=O)c1c(NC(=O)COc2ncnc3ccccc23)sc(C(C)=O)c1C	-9%	?	0%	-7%	3	0%	-3%	?	3	5	-14%
COCc1ccc(CN2CCCC(CO)(Cc3ccccc3C)C2)o1 (centres undefined)	0%	-9%	-1%	-4%	1	6%	1%	12%	23	-5	1%
C/C(=N/NC(=O)c1cnccn1)c1ccncc1	16%	6%	4%	0%	-4	-5%	-4%	2%	-13	3	2%
CCN(CC)S(=O)(=O)c1cccc(-c2n[nH]c(=S)n2/N=C/c2ccc(OC(F)F)cc2)c1	8%	13µM*	-1%	-4%	10	1%	1%	-37%	-11	4	-3%
O=C(Nc1cccc(C(F)(F)F)c1)c1cc(-c2ccco2)on1	3%	-3%	7%	1%	17	2%	?	0%	-9	-2	1%
Cc1ccc(OCCNC(=O)/C=C/c2ccccc2)cc1	3%	-1%	1%	-2%	11	-17%	-1%	34%	15	0	9%
COc1ccc(NC(=O)CSc2ccc(-c3ccco3)nn2)cc1	6%	1%	-3%	3%	1	-2%	?	-13%	0	/	3%
Cc1ccc(NC(=O)c2ccc3c(c2)C(=O)N(c2ccccc2C)C3=O)nc1	4%	/	-4%	0%	-1	-1%	?	/	10	/	5%
Cc1nc(-c2cccc(NC(=O)Cc3ccccc3)c2)cs1	4%	2%	-1%	-2%	0	0%	?	?	-10	0	1%
Cn1c(-c2sccc2OCc2cccc(C(F)(F)F)c2)n[nH]c1=S	-2%	?	-5%	-5%	-19	-12%	?	4.5µM*	3	-14	-6%
Nn1cnn(Cc2ccccc2)c1=S	-2%	-8%	-1%	0%	20	-8%	0%	-10%	-2	1	0%
Clc1cccc(OCCN2CCN(CCOc3cccc(Cl)c3)CC2)c1	-5%	-23%	-4%	0%	-11	3%	1%	30%	4	0	-16%
Cc1nnc(NC(=O)CCN2C(=O)/C(=C\c3ccccc3)SC2=S)s1	-2%	-4%	1%	1%	15	-1%	-2%	7%	17	1	7%
COc1cccc(CNCCNC(=O)c2nonc2N)c1	11%	-4%	1%	-5%	4	1%	0%&-1%	15%	7	8	/
CC(=O)Nc1cccc(NC(=O)CSc2nnc3ccccn23)c1	/	/	1%	/	-5	17%	/	/	-4	/	-1%

Rewritten with each value named: 2 of the compounds above
O=C(c1cc2ccccc2oc1=O)N(Cc1ccc(F)cc1)C1CCS(=O)(=O)C1 (centres undefined)
  Rab9 promoter act: 3.2µM*
  Gal4-VP16 FLuc: -13%
  ELG1 genotox: ?
  NPC1 promoter act: ?
  Giardia killer: 8
  Tb PFK inh: 1%
  FLuc modulator: 19µM*
  RORgamma inh: 4%
  KCNH2 3.1 inh: -11
  Coupling enz: 0
  uPA surface inh: 1%
COc1ccc(CNC(=O)c2ccc(N3CCOCC3)c([N+](=O)[O-])c2)cc1
  Rab9 promoter act: 5%
  Gal4-VP16 FLuc: 0%
  ELG1 genotox: 1%
  NPC1 promoter act: -1%
  Giardia killer: 4
  Tb PFK inh: -5%
  FLuc modulator: -4%
  RORgamma inh: 42%
  KCNH2 3.1 inh: -6
  Coupling enz: -2
  uPA surface inh: 1%
